# Bioassay records from PubChem.
# AddAB inh: less growth of phage-infected E. coli with AddAB; E. coli expressing H. pylori AddAB, absorbance growth; inhibition, % at 11.9 µM; hit rate 0.29% among 330,000; in the data active = inhibition above about 12%;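 note: 0% = vehicle wells of infected cells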
# CAL PDZ FP-1: blocks peptide binding to the human CAL PDZ domain; inhibition, % at 24.9 µM; Q9HD26; hit rate 0.92% among 300,000; purified CAL PDZ, TMR-peptide fluorescence polarization, 1 h; AID 602252;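 active = mean inhibition of at least 30% with at least half of replicates also reaching 30%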;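 note: 0% = DMSO neutral control and 100% = excess unlabeled competitor peptide PRC23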
# E coli growth: bacterial growth inhibition, counter-screen for AddAB inhibitors. hit rate 0.27% among 330,000. AID 449728. inhibition, % at 11.9 µM. E. coli V3065 growth, OD600 absorbance, 18 h;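 active = inhibition above the campaign's mean inhibition across all tested compounds plus 3 SD, cut at about 9.9% in these data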;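 note: uninfected addAB+ strain grown without phage in ampicillin broth; 0% = DMSO wells and 100% = ciprofloxacin 0.95 µg/ml wells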
# Tat export inh: E. coli Tat transport inhibition; E. coli MC4100 TorA-mCherry Tat export, fluorescence; inhibition, % at 10 µM; hit rate 0.036% among 340,000;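 active = mean replicate inhibition at least 50% and at least half of replicates individually reaching 50%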;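 note: exported cargo escapes ClpAP degradation while cytoplasmic cargo is degraded and loses fluorescence; 0% = median of neutral control wells and 100% = median of NaSCN control wells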
# Wnt bcat act: Wnt/beta-catenin pathway activation; Wnt/beta-catenin reporter cell assay, activator, plate reader; activation, % at 9.35 µM; hit rate 1.2% among 300,000; in the data active = activation above about 30%, passing the limit was not always enough;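 note: 0% = neutral control wells and 100% = positive control wells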
# SR-BI DiI inh: blocks mouse SR-BI lipid uptake from DiI-HDL. Q61009. ldlA[mSR-BI] CHO cells, DiI-HDL uptake fluorescence, 3 h. inhibition, % at 12.5 µM. hit rate 0.96% among 320,000. AID 488896;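 active = mean replicate inhibition of at least 70% and a set share of replicates each scoring 70 or more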;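 note: 0% = median of neutral control wells and 100% = median of positive control wells; values of inactives mirror those of a sister screen read the other way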
# Target sequence (Q61009 whole entry, looked up): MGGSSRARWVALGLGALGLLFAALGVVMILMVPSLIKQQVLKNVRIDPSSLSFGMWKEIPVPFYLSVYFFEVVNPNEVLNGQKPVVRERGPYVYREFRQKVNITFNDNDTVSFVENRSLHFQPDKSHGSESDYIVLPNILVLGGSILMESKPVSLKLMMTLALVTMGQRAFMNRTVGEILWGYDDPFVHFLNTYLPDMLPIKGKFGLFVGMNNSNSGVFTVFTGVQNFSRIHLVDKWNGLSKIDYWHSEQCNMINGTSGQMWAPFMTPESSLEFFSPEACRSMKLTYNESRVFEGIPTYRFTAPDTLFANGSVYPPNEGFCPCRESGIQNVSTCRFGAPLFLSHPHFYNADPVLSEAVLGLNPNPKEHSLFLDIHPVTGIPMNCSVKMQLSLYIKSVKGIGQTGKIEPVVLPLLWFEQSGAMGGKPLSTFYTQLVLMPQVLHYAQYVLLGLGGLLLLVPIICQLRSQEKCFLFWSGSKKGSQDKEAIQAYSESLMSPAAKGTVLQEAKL
# SR-BI uptake up: activators of SR-BI mediated HDL lipid uptake | activation, % at 12.5 µM | hit rate 0.096% among 320,000 | CHO ldlA[mSR-BI] cells, DiI-HDL uptake fluorescence, 3 h; 100 = double the neutral-control signal | AID 504775;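 active = mean replicate activation of at least 60% and every replicate at or above 60%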;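 note: 0% = median plate neutral-control signal and 100% = twice that signal; values of inactives mirror those of a sister screen read the other way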
#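 Test system: SR-BI-overexpressing, LDLR-lacking CHO cells. Measured by: DiI fluorescence, bottom read. Medium: Ham's F12 with 0.5% BSA, HEPES 25 mM, pH 7.4. Timing: 3 h uptake period with compound, 37 °C.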
# MITF TRPM1 HTS: increases MITF-driven TRPM1 promoter luciferase signal; hit rate 0.75% among 300,000; SK-MEL-5 TRPM1-promoter luciferase, 24 h; % of positive control, neutral wells = 0; activation, % at 12.5 µM;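 active = mean activation of at least 80% with every replicate also reaching 80%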;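 note: 0% = neutral control wells and 100% = parthenolide positive control wells; values of inactives mirror those of a sister screen read the other way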
# CAL PDZ FP-2: inhibitors of human CAL PDZ peptide binding; Q9HD26; purified CAL PDZ, TMR-peptide fluorescence polarization, 1 h; inhibition, % at 20 µM; hit rate 0.02% among 330,000; AID 504414;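 active = highest replicate inhibition of at least 40%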;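 note: plate controls were DMSO neutral control wells for no effect and unlabeled competitor peptide control wells for full effect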
#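 Test system: tagged CAL PDZ domain / Buffer or medium: sodium phosphate/NaCl buffer pH 7.4 with TCEP, IgG, Thesit / Reagent: TMR-labelled reporter peptide T*-PRC34 bound in PDZ groove / Compound dosing: single point, 20 µM / Schedule: 1 h incubation at room temperature before polarization reading / Technique: fluorescence polarization (mP) / Benchmarks: unlabelled peptide, DMSO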
# phage Ecoli inh: E. coli growth loss with phage present; hit rate 0.26% among 360,000; inhibition, % at 11.9 µM; growth absorbance; in the data active = inhibition above about 11%
# Numbers without * were called inactive; · = no result given.
entry	SMILES	SR-BI uptake up	MITF TRPM1 HTS	phage Ecoli inh	CAL PDZ FP-1	CAL PDZ FP-2	E coli growth	Wnt bcat act	Tat export inh	SR-BI DiI inh	AddAB inh
1	CCCN(CC(=O)Nc1ccccc1C)CC(=O)Nc1ccc(Br)cc1F	-26.9	-2.8	0.1	-0.8	-1.1	0.2	1.1	2.0	26.9	-0.4
2	c1ccc(C(=NNc2nc3ccccc3s2)c2ccccn2)cc1	-40.5	-53.2	4.0	10.3	-0.9	·	5.2	9.6	40.5	·
3	Cc1cc(S(=O)(=O)ON2C(=O)c3ccccc3C2=O)ccc1F	7.6	-44.6	1.1	-1.9	-2.3	1.0	6.6	-9.4	-7.6	2.6
4	C[C@H]1CN([C@@H](C)CO)C(=O)Cc2cc(NS(=O)(=O)c3ccc(Cl)cc3)ccc2O[C@@H]1CN(C)C(=O)Nc1cccc2ccccc12	-1.2	-3.8	3.4	-7.0	-0.8	-1.1	-1.5	-3.7	1.2	0.5
5	O=C(NCCc1ccccc1C(F)(F)F)C1CCC(=O)N(CCCN2CCCC2=O)C1 (centres undefined)	18.2	-2.7	3.5	51.6*	0.5	2.7	-0.6	5.2	-18.2	0.2
6	CCOc1ccccc1NS(=O)(=O)c1cn(C)nc1C	-1.9	3.1	1.9	2.9	0.6	0.8	-0.1	2.8	1.9	1.8
7	Cc1ccc(NC(=O)C2C3C=CC4(CN(Cc5cccnc5)C(=O)C24)O3)cc1F (centres undefined)	16.8	-3.6	3.0	0.4	0.0	2.4	-0.8	2.8	-16.8	2.9
8	NC(=O)CC(NC(=O)c1ccccc1)c1ccc(NCc2ccc(F)c(F)c2)c([N+](=O)[O-])c1 (centres undefined)	5.0	3.2	0.9	1.5	-0.6	1.0	14.3	12.0	-5.0	6.0
9	O=C(CN(C(=O)CCC(=O)Nc1nccs1)c1ccccc1F)NCCc1ccccc1	-9.5	-15.0	-1.6	-1.0	-0.9	0.6	1.3	0.8	9.5	4.7
10	CC1CN(C(=O)COC(=O)Cc2ccc(Cl)cc2)CC(C)O1 (centres undefined)	-1.5	1.0	1.5	·	-3.2	0.0	-2.1	-3.5	1.5	2.1
11	COC(=O)c1cc(-c2c(C)oc3cc(OC(C)C)ccc3c2=O)c(C)o1	0.8	-5.3	-1.8	-2.2	-3.4	0.1	·	-8.0	-0.8	1.3
12	CCn1c(=O)c(=O)n(CC)c2cc(S(=O)(=O)Nc3cc(C)ccc3C)ccc21	3.1	3.8	1.6	-3.0	-1.5	-0.3	-3.3	-1.8	-3.1	2.4

# A draw from above in order of molar mass, lowest first.
entry	SMILES	SR-BI uptake up	MITF TRPM1 HTS	phage Ecoli inh	CAL PDZ FP-1	CAL PDZ FP-2	E coli growth	Wnt bcat act	Tat export inh	SR-BI DiI inh	AddAB inh
12	CCn1c(=O)c(=O)n(CC)c2cc(S(=O)(=O)Nc3cc(C)ccc3C)ccc21	3.1	3.8	1.6	-3.0	-1.5	-0.3	-3.3	-1.8	-3.1	2.4
1	CCCN(CC(=O)Nc1ccccc1C)CC(=O)Nc1ccc(Br)cc1F	-26.9	-2.8	0.1	-0.8	-1.1	0.2	1.1	2.0	26.9	-0.4
8	NC(=O)CC(NC(=O)c1ccccc1)c1ccc(NCc2ccc(F)c(F)c2)c([N+](=O)[O-])c1 (centres undefined)	5.0	3.2	0.9	1.5	-0.6	1.0	14.3	12.0	-5.0	6.0

# (further entries)
entry	SMILES	SR-BI uptake up	MITF TRPM1 HTS	phage Ecoli inh	CAL PDZ FP-1	CAL PDZ FP-2	E coli growth	Wnt bcat act	Tat export inh	SR-BI DiI inh	AddAB inh
13	Cc1ccc(-c2sc(C)nc2CC(=O)O)cc1	26.6	4.3	1.3	3.2	·	-1.0	0.8	-10.3	-26.6	1.8
14	O=C1C(=O)N(CC(=O)N2CCCC2)c2ccccc21	20.9	-4.7	2.6	-2.9	0.2	-0.2	0.7	-6.7	-20.9	0.9
15	COc1cccc(/C=C/C(=O)c2ccc(C)c([N+](=O)[O-])c2)c1	9.1	9.0	3.1	-1.6	-1.6	-0.4	-1.4	-6.1	-9.1	0.1
16	CC(OC(=O)c1cccnc1SCc1cc(=O)n2ccccc2n1)c1ccccn1 (centres undefined)	-4.6	-0.4	3.1	·	-2.6	3.6	·	-4.0	4.6	0.8
17	Cc1onc(-c2c(F)cccc2Cl)c1C(=O)c1ccccc1	15.0	·	3.5	·	-0.6	0.5	-2.2	2.3	-15.0	4.0
18	O=C(c1cc(Cl)ccc1O)N1CCN(S(=O)(=O)c2cccs2)CC1	2.5	2.3	3.2	-0.2	-1.2	0.8	-1.8	-10.3	-2.5	-1.4
19	CCOc1ccccc1OCCCCN1CCCC1	28.1	10.1	2.3	4.5	-1.1	-1.9	8.4	-11.1	-28.1	-2.4
20	Cc1cccc(NC(=O)c2ccc(NS(=O)(=O)c3cccc4cccnc34)cc2)c1	-13.0	·	0.4	-4.4	-1.9	·	-0.7	0.2	13.0	·
21	N#C/C(=C\c1c(N2CCCCC2)nc2ccccn2c1=O)S(=O)(=O)c1ccccc1	-3.5	·	2.8	54.6*	-6.2	2.1	-1.2	1.3	3.5	7.4
22	Cc1c(/C(O)=C2/C(=O)C(=O)N(CCN3CCOCC3)C2c2ccccn2)cnn1-c1ccccc1 (centres undefined)	-2.0	-41.6	2.0	-4.4	-1.0	-3.3	-32.8	-0.5	2.0	0.5
23	CCCC(=O)Nc1cc(-c2nn(C)c(=O)c3ccccc23)ccc1N1CCOCC1	-1.0	-13.0	2.0	-2.2	-2.4	-0.1	13.9	4.7	1.0	0.5
24	ClC(Cl)(c1nnnn1-c1ccccc1)c1nnnn1-c1ccccc1	26.1	-33.2	2.8	3.7	0.3	3.3	-24.0	-23.2	-26.1	5.6
25	CCOc1cc(NC(=S)Nc2cccc(C)c2)c(OCC)cc1NC(=O)CC(C)C	-58.1	-4.1	3.7	0.5	-1.4	·	12.6	0.6	58.1	·
26	CC(C)NC(=O)N(C)C[C@H]1Oc2ccc(NC(=O)C3CC3)cc2C(=O)N([C@H](C)CO)C[C@@H]1C	0.1	13.4	1.0	0.1	-1.1	-0.7	-1.0	5.8	-0.1	2.0
27	O=C(O)c1cccc(-n2cccc2/C=C2\NC(=O)N(Cc3ccc(F)cc3)C2=O)c1	6.3	-3.6	0.1	-0.2	-0.8	-1.1	2.8	-3.9	-6.3	4.9
28	O=C1c2ccncc2C(=O)N1CNc1ccc(Cl)cc1	24.9	0.4	0.6	-4.0	-2.2	-1.4	59.9*	-11.5	-24.9	-1.0
29	CC(C)N(Cc1nc(-c2ccc3c(c2)OCO3)no1)CC1CCC(=O)N1 (centres undefined)	-3.2	-6.5	3.9	-0.1	-0.3	0.4	1.0	-1.4	3.2	-0.2
30	CN1CCN(c2ccc(NC(=O)c3ccc(-c4ccc(Cl)cc4)o3)cc2)CC1	-14.1	-12.1	2.4	-0.3	-2.0	-3.2	1.5	4.1	14.1	-1.9
31	COc1ccc(CNC(=O)C/C(C)=N/NC(=O)C(c2ccccc2)c2ccccc2)cc1	5.5	8.2	2.5	-0.7	-3.0	2.1	-1.7	-3.8	-5.5	1.6
32	CCOC(=O)C1CN(S(=O)(=O)c2ccc(C)cc2)C1	33.6	-12.4	2.3	4.5	-1.4	-1.6	-2.6	2.5	-33.6	4.4
33	Cc1c(NC(=O)c2cc3c(s2)CCCC3)c(=O)n(-c2ccccc2)n1C	6.5	-0.5	-2.0	-6.0	7.6	-1.2	1.8	1.9	-6.5	-0.9
34	Cc1ccc(-c2nnn(C(C)C(=O)N3c4ccccc4CCc4ccccc43)n2)cc1 (centres undefined)	·	1.3	4.6	0.9	-0.9	-1.0	-2.6	6.1	·	1.0
35	C=CCn1c(SCC(=O)c2c(N)n(C3CC3)c(=O)[nH]c2=O)nnc1-c1ccc(OC)cc1	-0.4	-1.7	1.0	·	-1.3	·	-2.2	0.5	0.4	·
36	COc1ccc(NC(=O)CC2SC(N3CCOCC3)=NC2=O)cc1OC (centres undefined)	16.6	-3.9	1.9	0.9	0.4	-0.9	-2.0	-12.3	-16.6	3.5
37	Cc1ccccc1-c1nc(CS(=O)(=O)CC(=O)N2CCN(C)CC2)c(C)o1	32.7	-8.5	3.7	-1.7	-0.3	-0.5	-0.8	3.0	-32.7	2.2
38	CCc1ccccc1NC(=O)COc1ccc2c(=O)c(Oc3cc(C)ccc3C)coc2c1	5.5	-2.6	4.1	0.1	-1.7	-1.7	0.0	10.9	-5.5	1.5
39	CC1c2ccsc2CCN1S(=O)(=O)c1ccccc1 (centres undefined)	6.9	·	1.8	-2.1	-0.6	1.2	0.8	-4.8	-6.9	2.4
40	CCOc1c(O)ccc(C2NC(=O)N(C)C(C)=C2C(=O)OC)c1[N+](=O)[O-] (centres undefined)	-18.8	-0.2	2.8	-3.8	-8.1	-0.6	-0.9	6.8	18.8	2.8
41	NS(=O)(=O)c1ccc(CCNC(=O)[C@@H]2CCCN2S(=O)(=O)c2ccccc2F)cc1	0.2	1.5	1.3	-4.2	-1.1	-1.5	·	-14.6	-0.2	-0.2
42	CCOC(=O)c1cnc(-c2cccc(OC)c2)[nH]c1=O	2.8	·	0.9	-4.6	0.1	2.3	·	-7.8	-2.8	0.9

# By substructure, the entries above with fluorine.
entry	SMILES	SR-BI uptake up	MITF TRPM1 HTS	phage Ecoli inh	CAL PDZ FP-1	CAL PDZ FP-2	E coli growth	Wnt bcat act	Tat export inh	SR-BI DiI inh	AddAB inh
1	CCCN(CC(=O)Nc1ccccc1C)CC(=O)Nc1ccc(Br)cc1F	-26.9	-2.8	0.1	-0.8	-1.1	0.2	1.1	2.0	26.9	-0.4
3	Cc1cc(S(=O)(=O)ON2C(=O)c3ccccc3C2=O)ccc1F	7.6	-44.6	1.1	-1.9	-2.3	1.0	6.6	-9.4	-7.6	2.6
5	O=C(NCCc1ccccc1C(F)(F)F)C1CCC(=O)N(CCCN2CCCC2=O)C1 (centres undefined)	18.2	-2.7	3.5	51.6*	0.5	2.7	-0.6	5.2	-18.2	0.2
7	Cc1ccc(NC(=O)C2C3C=CC4(CN(Cc5cccnc5)C(=O)C24)O3)cc1F (centres undefined)	16.8	-3.6	3.0	0.4	0.0	2.4	-0.8	2.8	-16.8	2.9
8	NC(=O)CC(NC(=O)c1ccccc1)c1ccc(NCc2ccc(F)c(F)c2)c([N+](=O)[O-])c1 (centres undefined)	5.0	3.2	0.9	1.5	-0.6	1.0	14.3	12.0	-5.0	6.0
9	O=C(CN(C(=O)CCC(=O)Nc1nccs1)c1ccccc1F)NCCc1ccccc1	-9.5	-15.0	-1.6	-1.0	-0.9	0.6	1.3	0.8	9.5	4.7
17	Cc1onc(-c2c(F)cccc2Cl)c1C(=O)c1ccccc1	15.0	·	3.5	·	-0.6	0.5	-2.2	2.3	-15.0	4.0
27	O=C(O)c1cccc(-n2cccc2/C=C2\NC(=O)N(Cc3ccc(F)cc3)C2=O)c1	6.3	-3.6	0.1	-0.2	-0.8	-1.1	2.8	-3.9	-6.3	4.9
41	NS(=O)(=O)c1ccc(CCNC(=O)[C@@H]2CCCN2S(=O)(=O)c2ccccc2F)cc1	0.2	1.5	1.3	-4.2	-1.1	-1.5	·	-14.6	-0.2	-0.2
